AGP1-GFP MLPCN – alters AGP1-GFP fluorescence in TOR pathway yeast screen; S. cerevisiae AGP1-GFP multiplex flow cytometry, 3 h; GFP as percent of DMSO wells; GFP response vs DMSO, % at 10 µM; actives 0.02% (n = 320,000); AID 2066;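 active = GFP response relative to DMSO above a set limit, near screen average plus 3 SD, cut at about 150% in these data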;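 also: median GFP channel fluorescence of the gated AGP1 strain per well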
GRK2 inh – blocks RNA aptamer binding to human GRK2; inhibition of aptamer binding, % at 10 µM; bead flow cytometry, FAM-aptamer displacement from GRK2; actives 0.59% (n = 330,000); AID 488847; P25098;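 active = inhibition of aptamer binding above 40%, roughly 3 SD of noise, on plates passing a quality check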;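 also: median bead fluorescence of bound FAM aptamer so fluorescent compounds give negative values; no value below 0 was filed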
Target sequence (P25098 whole entry, looked up): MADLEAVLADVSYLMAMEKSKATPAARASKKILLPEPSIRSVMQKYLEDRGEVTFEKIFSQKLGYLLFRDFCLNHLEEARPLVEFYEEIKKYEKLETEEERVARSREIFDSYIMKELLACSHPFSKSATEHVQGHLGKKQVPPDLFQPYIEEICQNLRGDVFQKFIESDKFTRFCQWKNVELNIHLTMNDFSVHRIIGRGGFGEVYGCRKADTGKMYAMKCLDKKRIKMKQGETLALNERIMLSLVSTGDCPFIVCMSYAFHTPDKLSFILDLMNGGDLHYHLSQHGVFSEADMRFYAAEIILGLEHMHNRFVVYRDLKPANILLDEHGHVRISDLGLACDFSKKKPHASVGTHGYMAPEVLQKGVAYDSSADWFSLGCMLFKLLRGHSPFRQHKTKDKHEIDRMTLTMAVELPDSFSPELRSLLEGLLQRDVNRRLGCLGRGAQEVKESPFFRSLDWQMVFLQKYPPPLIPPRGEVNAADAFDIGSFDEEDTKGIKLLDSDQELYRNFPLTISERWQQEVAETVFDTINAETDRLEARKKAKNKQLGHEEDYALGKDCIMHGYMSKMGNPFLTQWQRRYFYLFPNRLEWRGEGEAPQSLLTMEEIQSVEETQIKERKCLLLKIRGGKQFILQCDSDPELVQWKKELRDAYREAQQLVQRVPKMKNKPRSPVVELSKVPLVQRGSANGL
VLA-4 inh – inhibition in a human VLA-4 binding assay. P13612. inhibition, % (about 7 µM as worked out from the volumes in the protocol). VLA-4 expressing cells, ligand binding flow cytometry. actives 0.2% (n = 330,000); in the data active = inhibition above about 50%
LAP4-GFP MLPCN – modulators of TOR pathway LAP4-GFP in S. cerevisiae; actives 0.34% (n = 320,000); GFP response vs DMSO, % at 10 µM; S. cerevisiae LAP4-GFP multiplex, flow cytometry GFP, 3 h; median GFP as percent of DMSO wells;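 active = GFP response vs DMSO above a set limit, about the screen mean plus 3 SD, cut at about 150% in these data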
MEP2 TOR yeast – modulators of TOR pathway MEP2-GFP in S. cerevisiae | actives 0.51% (n = 330,000) | GFP response vs DMSO, % at 10 µM | S. cerevisiae MEP2-GFP strain, flow cytometry GFP, 3 h; 100% = DMSO control level;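 active = GFP response versus DMSO above a set limit, roughly screen mean plus 3 SD, cut at about 180% in these data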;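 also: median GFP fluorescence of the barcode-gated MEP2-GFP cells per well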
RPL19A-GFP yeast – yeast TOR pathway RPL19A-GFP modulation; S. cerevisiae RPL19A-GFP strain, flow cytometry, 3 h; hits give low values; actives 0.3% (n = 330,000); AID 2025; percent response vs DMSO, % at 10 µM;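 active = percent response vs DMSO below 50%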;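 also: median channel GFP fluorescence of the barcoded RPL19A-GFP strain; ratio of sample median GFP to plate DMSO average so 100% = DMSO; lower means less RPL19A-GFP as with rapamycin TOR inhibition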
CIT2-GFP yeast – alters CIT2-GFP fluorescence in TOR pathway yeast screen. S. cerevisiae CIT2-GFP strain, flow cytometry, 3 h; 100 means same as DMSO wells. GFP response vs DMSO, % at 10 µM. actives 0.065% (n = 320,000). AID 2029;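 active = GFP response relative to DMSO above a set limit, near the screen mean plus 3 SD, cut at about 150% in these data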;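 also: ratio of well median GFP fluorescence to mean of DMSO wells on the plate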
GASC-1 inh – inhibitors of human GASC-1 (JMJD2C) demethylase. Q9H3R0. GST-JMJD2C(1-420) H3K9me3 demethylation, DELFIA europium. inhibition, % at 2.35 µM. actives 0.069% (n = 330,000). AID 2099;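 active = more than half of a compound's replicate wells show inhibition beyond 50%, single wells judged on their own value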;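 also: signal counts dimethyl H3K9 product captured on neutravidin plate; 0% = median of DMSO wells and 100% = 0.3 times that DMSO median; strong numbers were not always called active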
Target sequence (Q9H3R0 1-420 limits assumed): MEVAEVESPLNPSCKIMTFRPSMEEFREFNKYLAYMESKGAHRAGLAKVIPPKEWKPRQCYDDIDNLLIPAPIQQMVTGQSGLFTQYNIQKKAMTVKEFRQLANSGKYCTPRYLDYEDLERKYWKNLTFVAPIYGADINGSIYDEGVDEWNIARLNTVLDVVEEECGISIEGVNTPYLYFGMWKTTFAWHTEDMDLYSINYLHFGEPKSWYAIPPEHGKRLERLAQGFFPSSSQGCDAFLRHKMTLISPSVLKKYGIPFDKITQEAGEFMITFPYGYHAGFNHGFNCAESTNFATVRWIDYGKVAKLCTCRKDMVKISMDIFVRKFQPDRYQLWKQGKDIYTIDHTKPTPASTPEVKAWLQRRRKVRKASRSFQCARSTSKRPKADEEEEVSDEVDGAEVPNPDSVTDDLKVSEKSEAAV
* marks the source's active call; other numbers are inactive results; [ ] = another dose, or the depositor's remark.

Molecule,AGP1-GFP MLPCN,GRK2 inh,VLA-4 inh,LAP4-GFP MLPCN,MEP2 TOR yeast,RPL19A-GFP yeast,CIT2-GFP yeast,GASC-1 inh
O=C(Nc1ccnn1C1CCN(C2CCCC2)CC1)c1ccccc1,95,0,-18,91,88,95,96,4
O=C(COc1ccccc1)Nc1ccc(S(=O)(=O)NCc2ccco2)cc1,106,31,8,102,104,105,111,-4
O=C(CSc1nc2ccccc2c(=O)n1CCCN1CCOCC1)c1c[nH]c2ccccc12,99,0,19,92,107,106,102,12
COc1ccc(NCC(=O)N/N=C(\C)c2cc3ccccc3o2)cc1,96,0,-2,124,94,97,88,-14
C/C(=N\Nc1cc(N2CCCCC2)nc(C)n1)c1ccc(Br)cc1,97,1,10,90,100,100,98,12
CCn1nnnc1SCCSc1nnnn1CC,101,2,-7,101,102,99,96,-7
COc1ccc(C(CNC(=O)c2ccc(C)o2)N2CCOCC2)cc1 (stereo unspecified),106,3,2,100,100,104,101,7
CC(C)Oc1ccc(C(=O)Nc2c3c(nn2-c2ccccc2)CS(=O)(=O)C3)cc1,104[may fluoresce green],0,10,96[may fluoresce green],97[may fluoresce green],100[may fluoresce green],105[may fluoresce green],5

(listing goes on)
Molecule,AGP1-GFP MLPCN,GRK2 inh,VLA-4 inh,LAP4-GFP MLPCN,MEP2 TOR yeast,RPL19A-GFP yeast,CIT2-GFP yeast,GASC-1 inh
COc1ccccc1CNC(=S)NC1CCCC1,94,6,9,92,104,98,93,-2
CC(=O)c1ccc(NC(=O)C(Cc2ccccc2)NC(=O)c2ccco2)cc1 (stereo unspecified),101,1,-6,94,98,97,100,30
CC(C)(C)c1cnnn1-c1ccc(-c2csc(N)n2)cc1,97,4,-7,100,100,100,99,3
CCOC(=O)C1C(=O)NC(c2ccccc2)=NC1c1ccc(OC)cc1 (stereo unspecified),102,0,10,95,97,101,95,-5
CCN(C(=O)C(C)OC(=O)C1C(C(=O)OC)=C(C)NC(C)=C1C(=O)OC)c1ccccc1 (stereo unspecified),102,0,4,105,104,102,114,10
CCOC(=O)c1sc(N2N=C(C)/C(=C\c3ccc(OCC(=O)OC)cc3)C2=O)nc1C,97,4,5,100,124,105,94,-6
O=C(/C=C/c1cccnc1)c1ccc([N+](=O)[O-])cc1,103,0,0,100,100,104,109,1
O=C(CNC(c1ccccc1)c1ccccc1)Nc1ccccc1Br,101,0,4,102,108,105,97,7

Going on with the list.
Molecule,AGP1-GFP MLPCN,GRK2 inh,VLA-4 inh,LAP4-GFP MLPCN,MEP2 TOR yeast,RPL19A-GFP yeast,CIT2-GFP yeast,GASC-1 inh
Cc1c(Cl)cccc1NC(=O)CNc1cccc(C(F)(F)F)c1,95,0,34,104,107,107,96,8
Cc1nnsc1C(=O)N/N=C/c1ccccc1Cl,96,1,8,106,91,92,86,1
CC1CCCCN1CCNC(=O)CN1C(=O)CSc2ccc(S(=O)(=O)N3CCCCC3)cc21 (stereo unspecified),108,0,-2,106,100,104,108,-1
O=C(/C=C/c1ccccc1)NCCS(=O)(=O)N1CCN(c2ccccc2F)CC1,87,3,11,88,95,91,90,3
O=C(CCCOc1ccc(Cl)cc1Cl)N1CCCc2ccccc21,94,0,-3,99,97,94,96,-3
Cc1ccc(C)c2[nH]c(=O)c(CCNC(=O)CCc3ccccc3)cc12,101,0,-7,100,106,99,110,8
CC(=O)Nc1ccc(OCC(O)Cn2c(C(C)C)nc3ccccc32)cc1 (stereo unspecified),107,3,6,99,110,105,111,2
CCOC(=O)C1CCN(c2ccccc2CN2CCN(c3ccccc3OCC)CC2)CC1,99,1,-3,106,109,102,100,20

(further entries)
Molecule,AGP1-GFP MLPCN,GRK2 inh,VLA-4 inh,LAP4-GFP MLPCN,MEP2 TOR yeast,RPL19A-GFP yeast,CIT2-GFP yeast,GASC-1 inh
O=C(NCCc1ccccc1)c1ccc(Cl)c([N+](=O)[O-])c1,98,0,7,104,105,99,92,5
Cc1ccccc1N1CCN(C2CCCN(C(=O)CCc3c(C)noc3C)C2)CC1 (stereo unspecified),92,1,-1,68,85,98,113,-8
O=S(=O)(NC1CC1)c1ccc(Cl)cc1F,89,1,0,84,98,90,96,-11
COc1ccc(Cc2nc(-c3ccc(Br)cc3)no2)cc1,98,0,17,100,100,98,93,-12
CN(CC(=O)Nc1c(Cl)cccc1Cl)C(=O)c1cccn1C,101,0,10,95,94,96,91,-11
COc1cccc(CNC(=O)c2cc(S(=O)(=O)N3CCCC3)cn2C)c1,91,1,7,90,93,94,93,-16
O=C(NCCC1=CCCCC1)c1c(O)nc2ccccn2c1=O,95,1,10,93,91,102,87,-13
Cn1cc(Br)c(-c2cccc(N3C(=O)CC(C)(C)CC3=O)c2)n1,114,0,-6,114,127,100,110,0

Continued.
Molecule,AGP1-GFP MLPCN,GRK2 inh,VLA-4 inh,LAP4-GFP MLPCN,MEP2 TOR yeast,RPL19A-GFP yeast,CIT2-GFP yeast,GASC-1 inh
CCC(=O)NC(=S)Nc1c(C)cc(Br)cc1C,103,0,-1,96,103,100,99,0
COc1ccc(CNC(=O)CN(C)Cc2ccccc2F)cc1OC,101,0,41,90,108,114,106,-22
O=C(NCc1ccc(N2CCCC2=O)cc1)c1cn(Cc2ccccc2)nn1,102,0,-7,96,102,100,106,-37
O=S1(=O)N=C(N/N=C/c2cccs2)c2ccccc21,110,0,1,100,108,106,109,7
CC(=O)c1cc2c(cc1NS(=O)(=O)c1cccc(C(=O)O)c1)OCO2,105,1,-7,106,101,103,105,0
COc1ccc(/C=N/n2c(-c3n[nH]c4c3CCC4)n[nH]c2=S)c(OC)c1OC,93,2,-4,102,100,94,88,2
CCCOC1CCCN(C(=O)c2ccc(OC)c(OC3CCN(C(C)C)CC3)c2)C1 (stereo unspecified),102,1,-20,87,111,116,108,-10
COC(=O)c1cc(NC(=O)c2cc(-c3ccc(OC)cc3)oc2C(F)(F)F)ccc1N1CCOCC1,100,0,16,117,99,96,88,7

Following part:
Molecule,AGP1-GFP MLPCN,GRK2 inh,VLA-4 inh,LAP4-GFP MLPCN,MEP2 TOR yeast,RPL19A-GFP yeast,CIT2-GFP yeast,GASC-1 inh
O=C(Nc1ccccc1Br)C1CCC(=O)N1Cc1ccccc1Cl (stereo unspecified),95,1,1,99,103,100,97,7
NS(=O)(=O)c1cc(C(=O)N=Nc2c(O)[nH]c3ccccc23)ccc1Cl,103,3,-5,103,102,95,98,-2
Cc1cc(C)cc(NC2=C(N)C(=O)c3ccccc3C2=O)c1,96,0,9,117,112,101,95,-10
CC1(C)Cc2nc(N3CCOCC3)c(C#N)cc2CO1,100,0,-3,143,93,97,96,8
CN(C)CCN=Cc1c(O)n(Cc2ccccc2)c(=O)c2ccccc12,96,0,9,99,105,109,101,-16
N=c1ccn(Cc2ccccc2Cl)cc1,106,1,12,110,106,108,107,0
Cc1cccc(N2CCN(C(=O)Cc3ccc(-n4c(=O)[nH]c5ccsc5c4=O)cc3)CC2)c1C,94,0,20,94,129,98,95,-9
COc1ccc(CCC(=O)Nc2ccc(C)c([N+](=O)[O-])c2)cc1,95,3,5,110,107,100,91,15

As a short view, part of the list above:
Molecule,AGP1-GFP MLPCN,GRK2 inh,VLA-4 inh,LAP4-GFP MLPCN,MEP2 TOR yeast,RPL19A-GFP yeast,CIT2-GFP yeast,GASC-1 inh
COc1cccc(CNC(=O)c2cc(S(=O)(=O)N3CCCC3)cn2C)c1,91,1,7,90,93,94,93,-16
O=C(NCCC1=CCCCC1)c1c(O)nc2ccccn2c1=O,95,1,10,93,91,102,87,-13
Cn1cc(Br)c(-c2cccc(N3C(=O)CC(C)(C)CC3=O)c2)n1,114,0,-6,114,127,100,110,0
CCC(=O)NC(=S)Nc1c(C)cc(Br)cc1C,103,0,-1,96,103,100,99,0
COc1ccc(CNC(=O)CN(C)Cc2ccccc2F)cc1OC,101,0,41,90,108,114,106,-22
O=C(NCc1ccc(N2CCCC2=O)cc1)c1cn(Cc2ccccc2)nn1,102,0,-7,96,102,100,106,-37
O=S1(=O)N=C(N/N=C/c2cccs2)c2ccccc21,110,0,1,100,108,106,109,7
CC(=O)c1cc2c(cc1NS(=O)(=O)c1cccc(C(=O)O)c1)OCO2,105,1,-7,106,101,103,105,0
COc1ccc(/C=N/n2c(-c3n[nH]c4c3CCC4)n[nH]c2=S)c(OC)c1OC,93,2,-4,102,100,94,88,2
CCCOC1CCCN(C(=O)c2ccc(OC)c(OC3CCN(C(C)C)CC3)c2)C1 (stereo unspecified),102,1,-20,87,111,116,108,-10
COC(=O)c1cc(NC(=O)c2cc(-c3ccc(OC)cc3)oc2C(F)(F)F)ccc1N1CCOCC1,100,0,16,117,99,96,88,7
O=C(Nc1ccccc1Br)C1CCC(=O)N1Cc1ccccc1Cl (stereo unspecified),95,1,1,99,103,100,97,7
NS(=O)(=O)c1cc(C(=O)N=Nc2c(O)[nH]c3ccccc23)ccc1Cl,103,3,-5,103,102,95,98,-2
Cc1cc(C)cc(NC2=C(N)C(=O)c3ccccc3C2=O)c1,96,0,9,117,112,101,95,-10
CC1(C)Cc2nc(N3CCOCC3)c(C#N)cc2CO1,100,0,-3,143,93,97,96,8
CN(C)CCN=Cc1c(O)n(Cc2ccccc2)c(=O)c2ccccc12,96,0,9,99,105,109,101,-16

Following part:
Molecule,AGP1-GFP MLPCN,GRK2 inh,VLA-4 inh,LAP4-GFP MLPCN,MEP2 TOR yeast,RPL19A-GFP yeast,CIT2-GFP yeast,GASC-1 inh
CC(=O)Nc1ccc(NC(=O)C2CCCN(S(=O)(=O)c3ccc(-n4cnnn4)cc3)C2)cc1 (stereo unspecified),100,1,-4,96,96,100,107,-16
COc1ccc2[nH]c3nc(SCC(=O)Nc4ccc5c(c4)OCO5)nnc3c2c1,95,0,-2,98,112,92,98,2
CC(C)(C)N=C1NC(=NC(C)(C)C)c2ccccc21,108,0,3,91,112,101,107,0
Cc1ccc(C2N(c3nccs3)C(=O)C3CCCN32)cc1 (stereo unspecified),100,0,13,97,104,104,102,-4
CCC(C)c1ccccc1NC(=O)COC(=O)c1ccc2c(c1)S(=O)(=O)c1ccccc1C2=O (stereo unspecified),100,1,-1,98,99,100,101,-1
COC(=O)C1=C(C)N(CCc2ccc(OC)cc2)C(=O)C1,103,2,7,102,95,104,89,17
CCn1nc(C(=O)NNC(=O)c2ccccc2OCc2c(C)noc2C)c2ccccc2c1=O,96,2,11,97,100,94,89,1
CC(=O)Nc1ccc(S(=O)(=O)Oc2cccc(N3C(=O)C4CC=CCC4C3=O)c2)cc1 (stereo unspecified),96,2,12,96,94,98,101,0

The results go on.
Molecule,AGP1-GFP MLPCN,GRK2 inh,VLA-4 inh,LAP4-GFP MLPCN,MEP2 TOR yeast,RPL19A-GFP yeast,CIT2-GFP yeast,GASC-1 inh
CCOCCCNCc1c(Cl)cccc1Cl,101,0,10,97,104,105,103,5
O=C(CC1(O)C(=O)Nc2ccc(Br)cc21)c1ccc2c(c1)OCO2 (stereo unspecified),104,2,-23,109,103,104,102,5
Cc1cc(C)cc(NC(=S)/C(=C(\[O-])c2ccc(Cl)cc2Cl)[n+]2ccccc2)c1,101,2,13,109,97,98,85,-20
O=C(CN1C(=O)c2ccccc2S1(=O)=O)Nc1ccc(S(=O)(=O)N2CCCC2)cc1,104,0,-4,93,103,102,101,-24
COCCNC(=O)CN(C(=O)c1ccc(N2CCCC2)nc1)c1ccc(F)c(Cl)c1,102,1,1,98,102,103,104,7
CC(=O)C(Sc1nc(N2CCOCC2)nc(N2CCOCC2)n1)C(=O)Nc1ccccc1 (stereo unspecified),93,0,-11,93,100,95,95,70*
COc1ccc(NC(=O)C2CCCN(S(=O)(=O)c3ccc4c(c3)CC(C)N4C(C)=O)C2)cc1 (stereo unspecified),105,1,-4,106,103,101,108,3
CCCCC(C(=O)NC(=O)NCc1ccccc1)N1C(=O)c2ccccc2C1=O (stereo unspecified),103,2,4,97,108,98,95,-1
CC(CCCC(C)(C)O)NCCO (stereo unspecified),103,10,18,99,102,100,100,-4

Source: PubChem (several laboratories)

Hits appear at their usual frequency; any-hit rate near 1.7%.
